Screening results (PubChem)
Statin myotox sup: suppressors of statin myotoxicity in C2C12 myotubes, primary screen, cell-based, single point, plate reader; 330,000 compounds, 0.78% hits; rescue of ATP level, % at 7.49 µM; C2C12 myotubes + simvastatin, ATP luminescence, 48 h; scaled: DMSO 0, geranylgeraniol control 100;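 active means mean ATP rescue above about 67%, or every replicate alone reaching that limit, limit read from the data, passing the limit was not always enough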;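 further: myotubes were challenged with 10 µM simvastatin during compound exposure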
ARNT-TACC3 inh: disruptors of ARNT/TACC3 protein interaction, primary screen, biochemical, AlphaScreen, single concentration | Transforming acidic coiled-coil-containing protein 3 (Homo sapiens), Q9Y6A5 | AlphaScreen His-ARNT PAS-B/GST-TACC3 binding, luminescence; TACC3 fragment carries E629A point mutation | inhibition, % at 9.99 µM | 390,000 compounds, 0.66% hits | AID 623870, 2012;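 active means mean inhibition of replicates at least 50% and at least half of replicates each reaching 50%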;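 further: 0% = complete ARNT plus TACC3 wells and 100% = ARNT alone without TACC3; many hits fall short of the cut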
PglD DTNB: C. jejuni PglD acetyltransferase inhibitors, primary screen, biochemical, DTNB colorimetric, single point. UDP-N-acetylbacillosamine N-acetyltransferase PglD (Campylobacter jejuni). purified PglD enzyme, DTNB colorimetric CoA detection. inhibition, % at 12.5 µM. 360,000 compounds, 0.098% hits. AID 602405, 2012; in the data active means inhibition above about 16%, passing the limit was not always enough; further: strong numbers were not always called active
Cneo AK release: Cryptococcus neoformans cell lysis inducers, primary screen, AK release luminescence, single concentration; 360,000 compounds, 0.2% hits; lysis activity, % at 15 µM; C. neoformans lysis, adenylate kinase release luminescence, 4 h; normalised: neutral wells 0, clomiphene wells 100; AID 651654, 2012;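 active means mean lysis activity across replicates of at least 80%, whatever share of replicates individually reach that level; inactive means mean lysis activity below 80%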
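Assay system: Cryptococcus neoformans yeast cells / Dosing: single-point compound dose / Timing: 4 h at 37 °C static, read 1 h later / Measured by: luminescence of released adenylate kinase using an AK detection reagent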
PGC1a acetyl inh: inhibitors of PGC1a acetylation signal, primary screen, cell-based, U2OS, AlphaScreen, inhibitor mode | AlphaScreen anti-acetyl-lysine; with virally co-expressed GCN5 acetyltransferase | inhibition, % at 15.6 µM | 350,000 compounds, 0.17% hits;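 active means every replicate shows inhibition of at least 40%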;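 further: 0% = neutral control wells and 100% = positive control wells; some results beyond the cut were filed as inactive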
LGR2 antag: inhibitors of bursicon-induced LGR2 CRE-luciferase signal, primary screen, cell-based, HEK293, CRE-luciferase reporter, bursicon stimulation | Drosophila bursicon receptor LGR2 (rickets) | bursicon-stimulated, 4 h | inhibition, % at 9.99 µM | 380,000 compounds, 0.35% hits | AID 720647, 2013;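 active means drop in luminescence signal, shown as inhibition above about 50% in the replicate tests, limit read from the data, passing the limit was not always enough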;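 further: agonist challenge used bursicon conditioned medium at about half maximal strength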
PAX8 inh HTS: inhibitors of PAX8-driven TPO luciferase reporter, primary screen, RMG-I cells, single concentration. SteadyGlo, 24 h. inhibition, % at 12.6 µM. 360,000 compounds, 1.2% hits. AID 652154, 2013;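 active means mean replicate inhibition at least 60% with every replicate also reaching 60%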;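 further: luciferase light reporting Pax8 driven TPO promoter activity; plate controls were median of neutral control wells for no effect and mitoxantrone controls for full effect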
INS-1E GSIS act: GLuc luminescence reporter in INS-1E cells, primary screen for activators of glucose-dependent secretion of insulin. INS-1E GLuc reporter insulin secretion, 2-3 h. activation, % at 16.6 µM. 370,000 compounds, 0.61% hits. AID 743287, 2014;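 active means lowest replicate activation of at least 40%, so every replicate reaches that level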;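 further: 0% = median of neutral control wells and 100% = median of IBMX positive control wells; some compounds called inactive have numbers as strong as hits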
* hit, by the source's call; x = no result given.

SMILES	Statin myotox sup	ARNT-TACC3 inh	PglD DTNB	Cneo AK release	PGC1a acetyl inh	LGR2 antag	PAX8 inh HTS	INS-1E GSIS act
O=C(Nc1ccccc1F)C1CCN(C(=O)NC2CCCCC2)CC1	7	-3	-4	0	x	16	2	-4
CC1CCCN(C(=O)c2ccc3c(c2)OCCO3)C1 (stereo unspecified)	26	0	2	1	1	6	-74	-2
Cc1c(C(=O)N2CCC(N3CCSCC3)CC2)oc2c(F)cccc12	-2	7	-2	0	-3	-19	4	-5
CCCNC(=O)N[C@@H]1C=C[C@H](CC(=O)N2CCN(C)CC2)O[C@@H]1CO	2	-4	-4	-10	-8	-14	-17	-1
COCCN(C(=O)COC(=O)c1ccc(C)s1)c1c(N)n(Cc2ccccc2)c(=O)[nH]c1=O	2	0	-1	-1	2	-10	10	7
CCCN(C)C[C@H]1Oc2ncc(-c3cccc(C#N)c3)cc2C(=O)N([C@@H](C)CO)C[C@@H]1C	1	0	5	-6	2	6	x	10
O=C(Nc1ccccc1)N1CCCN(Cc2ccccc2F)C1	x	2	-2	0	-9	x	x	x
CN(CC(=O)Nc1cccc(F)c1)C(=O)CCC1CCCCC1	-9	-4	6	-2	x	8	-2	-19
O=C(NCCN1CCOCC1)c1c(O)nc2ccccn2c1=O	-1	x	11	-4	2	-2	-5	0
COC(=O)[C@@H](N)CS	-4	10	8	-1	x	-7	-8	-3
OC(COC(c1ccc(F)cc1)c1ccc(F)cc1)CN1CCCC1 (stereo unspecified)	7	-4	-7	5	-7	-6	23	-12
CCOC(=O)N1CCN(Cc2nc3c(c(=O)n(C)c(=O)n3C)n2Cc2ccccc2)CC1	3	-6	1	-3	x	x	-4	x
O=C(Cc1ccccn1)NCC[C@H]1CC[C@H](NS(=O)(=O)c2ccc(F)cc2)[C@H](CO)O1	5	8	-3	15	9	2	7	-3
CN(c1ccccc1)c1ccc(/C=C(\C#N)c2nnc3n2CCCCC3)cc1[N+](=O)[O-]	x	20	x	x	x	31	-16	-11
Cc1cccc(N(CC(=O)NCCc2ccccc2)C(=O)CCC(=O)Nc2ccccn2)c1C	1	x	0	7	-1	-12	14	-17
CC(C)Cc1ccc(S(=O)(=O)N2CCN(c3ccccn3)CC2)cc1	-1	4	5	1	-8	-17	-10	1
O=C(Nc1ccc(N2CCOCC2)cc1N1CCOCC1)c1cccs1	3	-11	2	-3	8	x	9	x
COc1ccc(CN(C)C[C@H]2OCCCC[C@H](C)Oc3ccc(NC(=O)Nc4c(C)noc4C)cc3C(=O)N([C@@H](C)CO)C[C@@H]2C)cc1	x	4	-1	53	-7	8	-2	8
C[C@@H]1CN([C@H](C)CO)C(=O)c2cccc(NC(=O)c3cnccn3)c2O[C@@H]1CN(C)C(=O)Nc1ccc2c(c1)OCO2	-10	-5	1	-5	-17	-36	x	13
CN(C)C(=O)c1cccc(-c2ccc([C@@H]3[C@@H](CO)N4CCCCN(C(=O)C5CCCC5)C[C@@H]34)cc2)c1	x	-4	2	1	-3	x	8	x
COc1cc(O)c2c(c1)COC2=O	x	-7	x	x	x	6	-15	-3
CCCC(=O)NC(=S)Nc1ccc(N2CCOCC2)c(Cl)c1	x	2	x	x	x	5	-30	5
CCOc1ccc2nc(CN3CCN(Cc4ccccc4OCC)C(CCO)C3)ccc2c1 (stereo unspecified)	-11	-13	-2	-1	x	-3	14	-4
O=C(Cc1cccc2ccccc12)NNC(=O)Nc1ccc(Cl)cc1	-28	x	-2	-3	-14	-57	-34	-1
COc1ccc(N2CCN(C(CNC(C)=O)c3ccc4c(c3)OCO4)CC2)cc1 (stereo unspecified)	17	-5	-3	-6	15	5	-6	3
CCOC(=O)N1CCN(C(=O)CN(C)S(=O)(=O)c2ccc3c(c2)c(=O)n(C)c(=O)n3C)CC1	x	-7	x	x	x	-37	-2	-11
COCCCn1c(=S)[nH]c2sc3c(c2c1=O)CCCS3	x	-2	x	x	-7	10	4	3
Cc1nc2cc(F)ccc2n1C1CCN(S(=O)(=O)c2ccccc2)CC1	0	-10	1	-1	6	x	-15	2
Cn1c(CCn2ccccc2=O)nc2cc(NC(=O)COc3ccccc3)ccc21	4	-9	1	7	-7	-9	-45	0
CN1CCCN(C(c2ccccc2)c2ccc(Cl)cc2)CC1 (stereo unspecified)	-17	-2	7	2	-13	11	18	-19
Cc1ccc(NC(=O)CCC(=O)N2CCC(C)CC2)c([N+](=O)[O-])c1	-5	x	-5	-1	x	-11	5	-1
COc1cccc(CNC(=O)[C@@H]2[C@@H](CO)[C@@H]3Cn4c(ccc(-c5ccncc5)c4=O)[C@H]2N3C(C)=O)c1	3	6	-1	-5	x	-7	-6	27
Cc1noc(C)c1S(=O)(=O)Nc1cccc2c1O[C@H](CN(C)CC1CCCCC1)[C@H](C)CN([C@H](C)CO)C2=O	59	1	3	3	5	-27	-10	4
CCOC(=O)N1CCC(N2CCN(S(=O)(=O)c3ccc(OC)cc3)CC2)CC1	x	-5	x	x	x	-9	14	8

Another view of some results above:
SMILES | Statin myotox sup | ARNT-TACC3 inh | PglD DTNB | Cneo AK release | PGC1a acetyl inh | LGR2 antag | PAX8 inh HTS | INS-1E GSIS act
CCOc1ccc2nc(CN3CCN(Cc4ccccc4OCC)C(CCO)C3)ccc2c1 (stereo unspecified) | -11 | -13 | -2 | -1 | x | -3 | 14 | -4
O=C(Cc1cccc2ccccc12)NNC(=O)Nc1ccc(Cl)cc1 | -28 | x | -2 | -3 | -14 | -57 | -34 | -1
COc1ccc(N2CCN(C(CNC(C)=O)c3ccc4c(c3)OCO4)CC2)cc1 (stereo unspecified) | 17 | -5 | -3 | -6 | 15 | 5 | -6 | 3
CCOC(=O)N1CCN(C(=O)CN(C)S(=O)(=O)c2ccc3c(c2)c(=O)n(C)c(=O)n3C)CC1 | x | -7 | x | x | x | -37 | -2 | -11
COCCCn1c(=S)[nH]c2sc3c(c2c1=O)CCCS3 | x | -2 | x | x | -7 | 10 | 4 | 3
Cc1nc2cc(F)ccc2n1C1CCN(S(=O)(=O)c2ccccc2)CC1 | 0 | -10 | 1 | -1 | 6 | x | -15 | 2
Cn1c(CCn2ccccc2=O)nc2cc(NC(=O)COc3ccccc3)ccc21 | 4 | -9 | 1 | 7 | -7 | -9 | -45 | 0
CN1CCCN(C(c2ccccc2)c2ccc(Cl)cc2)CC1 (stereo unspecified) | -17 | -2 | 7 | 2 | -13 | 11 | 18 | -19
Cc1ccc(NC(=O)CCC(=O)N2CCC(C)CC2)c([N+](=O)[O-])c1 | -5 | x | -5 | -1 | x | -11 | 5 | -1
COc1cccc(CNC(=O)[C@@H]2[C@@H](CO)[C@@H]3Cn4c(ccc(-c5ccncc5)c4=O)[C@H]2N3C(C)=O)c1 | 3 | 6 | -1 | -5 | x | -7 | -6 | 27
Cc1noc(C)c1S(=O)(=O)Nc1cccc2c1O[C@H](CN(C)CC1CCCCC1)[C@H](C)CN([C@H](C)CO)C2=O | 59 | 1 | 3 | 3 | 5 | -27 | -10 | 4
CCOC(=O)N1CCC(N2CCN(S(=O)(=O)c3ccc(OC)cc3)CC2)CC1 | x | -5 | x | x | x | -9 | 14 | 8
